Screening results from PubChem.
NPY-Y2 antag = antagonists of human neuropeptide Y receptor Y2; P49146; NPY-Y2 expressing cells, antagonist mode; inhibition, % at 2.7 µM; 140,000 tested, 0.99% active; AID 793; in the data active means inhibition above about 17%;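 further: 0% = vehicle with agonist challenge and 100% = reference antagonist with challenge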
Target sequence (P49146 whole entry, looked up): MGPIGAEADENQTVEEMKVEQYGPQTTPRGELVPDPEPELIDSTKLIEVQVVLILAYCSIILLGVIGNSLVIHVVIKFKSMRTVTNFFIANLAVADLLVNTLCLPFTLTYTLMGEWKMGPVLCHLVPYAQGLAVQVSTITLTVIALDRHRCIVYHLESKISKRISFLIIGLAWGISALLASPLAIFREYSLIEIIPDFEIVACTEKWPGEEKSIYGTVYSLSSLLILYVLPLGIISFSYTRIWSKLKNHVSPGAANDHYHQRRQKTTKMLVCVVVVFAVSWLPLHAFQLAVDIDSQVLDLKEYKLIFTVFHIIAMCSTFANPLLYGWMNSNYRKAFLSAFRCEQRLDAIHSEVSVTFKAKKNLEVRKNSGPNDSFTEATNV
Measles CPE = protection of cells from measles virus. AID 841. protection (pct of control), % at 4 µM. Measles virus-infected cells, CPE protection, absorbance. 140,000 tested, 1.5% active; in the data active means protection mostly above about 24%, no sharp cut-off; inactive means mostly below about 26%; further: some compounds called inactive have numbers as strong as hits
Yeast life ext = extends the lifespan of yeast; S. cerevisiae growth with nicotinamide, OD615; deaD strain in restrictive glucose medium; 130,000 tested, 0.68% active; AID 775; inhibition of the nicotinamide effect, % at 10 µM;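 active means inhibition above a set limit, placed 3 SD over the median of all compounds, cut at about 26% in these data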;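 further: 0% = nicotinamide-treated wells and 100% = cells grown without nicotinamide; some compounds called inactive have numbers as strong as hits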
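Buffer or medium: CSMM-D glucose medium, restrictive; test system: modified budding yeast, DeaD strain; compound: single dose 10 µM compound, 0.25% DMSO; schedule: culture preincubation 4 h, compound exposure 48 h, both 30 °C; detection: optical density (absorbance) at 615 nm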
E-sel TNF inh = TNF alpha driven E-selectin expression inhibition; HUVEC TNFa-induced E-selectin immunofluorescence, high content; inhibition, % at 2 µM; 120,000 tested, 0.71% active; AID 1246;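 active means inhibition above the batch mean plus 3 SD, and confirmed as a hit on visual image review, cut at about 43% in these data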;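 further: 0% = TNF-stimulated DMSO wells and 100% = unstimulated control wells; not every result past the cut was called active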
GALR2 antag = blocks the human galanin receptor 2; O43603; inhibition, % at 4 µM; AID 828; 140,000 tested, 0.39% active; GALR2-expressing cells, antagonist mode; in the data active means inhibition above about 27%;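 further: cells stimulated with galanin 1-16 at roughly its EC80; 0% = agonist challenge control and 100% = basal control without agonist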
Target sequence (O43603 whole entry, looked up): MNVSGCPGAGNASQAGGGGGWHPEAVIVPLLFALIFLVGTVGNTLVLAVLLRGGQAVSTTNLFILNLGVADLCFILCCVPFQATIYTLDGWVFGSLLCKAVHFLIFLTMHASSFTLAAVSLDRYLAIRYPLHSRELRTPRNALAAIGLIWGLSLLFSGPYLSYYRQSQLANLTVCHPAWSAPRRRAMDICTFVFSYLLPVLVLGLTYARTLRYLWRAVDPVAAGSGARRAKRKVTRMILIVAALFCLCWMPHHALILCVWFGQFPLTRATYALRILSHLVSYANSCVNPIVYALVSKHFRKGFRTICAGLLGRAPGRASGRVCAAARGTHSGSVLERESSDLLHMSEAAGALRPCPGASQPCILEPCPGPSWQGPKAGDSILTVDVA
HCT116 bCat-KO = beta-catenin-lacking colon tumor cell growth suppression; 140,000 tested, 1.5% active; viability, % at 10 µM; HCT116 beta-catenin knockout viability, CellTiter-Glo, 60 h; stronger effect = lower value;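 active means viability at or under a set limit, the compound median less 4 SD, cut at about 6% in these data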;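 further: 0% = Hyamine 1622 control at 20 µM and 100% = untreated cell control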
MRP-1 activ = activators of MRP-1 | H69AR cells + doxorubicin, viability rescue, CellTiter-Glo | viability increase, % at 10 µM | 140,000 tested, 0.61% active;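 active means viability gain under doxorubicin at or above a set limit, the compound median plus 3 SD, cut at about 4.7% in these data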;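 further: MRP-1 overexpressing cells given doxorubicin 25 µM after compound pretreatment; 18-22 h compound pretreatment then 72 h with doxorubicin before readout; 0% = doxorubicin-only wells and 100% = vehicle-treated cells without doxorubicin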
HCT116 PTEN-null = growth suppressors of cells with PTEN tumor suppressor deletion. HCT116 PTEN-null viability, CellTiter-Glo, 60 h; stronger effect = lower value. viability, % at 10 µM. 140,000 tested, 1.2% active;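 active means viability at or below a set limit, 4 SD under the median of all tested compounds, cut at about 3.7% in these data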;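 further: PTEN knockout HCT116 line with beta catenin targeted HCT116 as companion control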
Phagocytosis inh = blocks phagocytosis by macrophages; 110,000 tested, 0.07% active; AID 1029; inhibition, % at 5 µM; J774A.1 macrophage IgG-bead phagocytosis, imaging;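 active means inhibition above the mean of the plate negative controls plus 5 SD, cut at about 13% in these data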;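 further: phagocytic index as fraction of beads internalized from green versus red external bead signal; plate controls were DMSO negative control for no effect and cytochalasin-D positive control for full effect; some results beyond the cut were filed as inactive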
Yeast growth inh = yeast BB579 growth reduction in restrictive medium; inhibition, % at 10 µM; 140,000 tested, 0.51% active; S. cerevisiae BB579 growth, OD615, 48 h;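 active means inhibition above a set limit, 3 SD over the mean compound inhibition, cut at about 44% in these data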; further: inactives centre near -24
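Detection: OD615 turbidity measurement; Material: Saccharomyces cerevisiae DeaD strain BB579, replicative lifespan model yeast; Timing: 48 h exposure, 30 °C; Doses: single 10 µM dose; Medium: CSMM-D restrictive synthetic medium containing dextrose (glucose); Controls: amphotericin B at 10 µg/mL as positive control.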
* = called active by the depositor; nt = no result given; & = joins results of further samples.

Compound,HCT116 PTEN-null,GALR2 antag,Yeast life ext,E-sel TNF inh,Phagocytosis inh,MRP-1 activ,NPY-Y2 antag,Measles CPE,HCT116 bCat-KO,Yeast growth inh
O=C(CC1COc2ccccc2O1)NCc1ccccc1 (configuration not stated),99,0,-10,-23,nt,-2.6,3,8,88,-22
COC(=O)c1sccc1NC(=O)CN1CCN(c2ccc(F)cc2)CC1,58,-5,-6,-31,0,-4.5,7,10,56,-36
CCCOc1ccccc1-n1sc2c(c1=S)-c1cc(OC)cc3c1N(C(=O)C3=O)C2(C)C,3.0*,-8,-2,14,-1,-0.9,-2,27,46,-9
O=C(Nc1ccc(NC(=O)C2CC2)nc1)c1ccccn1,92,13,-9,nt,0,0.2,2,20,95,-7
CCOc1cccc(N2C(=O)CC(N(CCc3ccc(OC)c(OC)c3)C(=O)CC)C2=O)c1 (configuration not stated),109,-1,-14,-2,-1,-1.0,2,8,95,-94
COC(=O)Cn1c(=NC(=O)c2nc3ccccc3s2)sc2cc(S(C)(=O)=O)ccc21,85,-16,3,nt,-6,-3.5,2,3,79,-9
Cc1cc(C)n(-c2c(F)c(F)c(CN3CCCCC3)c(F)c2F)n1,83,10,-20,-12,nt,-1.5,-1,4,77,14
Cc1ccc(-n2c(-c3ccco3)nc3nc4ccccc4nc32)cc1F,99,5,-4,-17,0,-1.2,1,19,94,-70
CCC(=O)N1CCCc2cc(S(=O)(=O)N3CCN(c4ccccn4)CC3)ccc21,75,9,-5,-17,-2,-3.0,3,6,70,-15
OCCN1CCN(C(=S)c2ccc(Cl)cc2)CC1,99,5,-10,9,1,0.6,-1,12,103,-18
O=C(/C=C/c1ccc(Cl)cc1Cl)N1CCN(c2ccc([N+](=O)[O-])c(N3CCOCC3)c2)CC1,76,4,1,-2,5,-3.0,1,12,72,-4
CS(=O)(=O)c1ccc2nc(NC(=O)CN3CCCCCC3)sc2c1,104,5,-5,-24,-1,-0.7,2,5,107,-40
COC(=O)c1cc(Br)c(=O)n(-c2cc(C)on2)c1,90,-3,-6,17,-1,-1.7,0,24,93,10
COC(=O)c1c(NC(=O)c2c(C)noc2C)sc2c1CCCCCC2,88,-20,-8,20,-3,-4.2,3,12,103,11
CCOc1ccc(C2C3=C(CCCC3=O)Nc3nc(C(F)(F)F)nn32)cc1OC (configuration not stated),106,9,-4,-16,-4,-0.8,0,22,103,-17
O=C(/C=C/c1ccc(Cl)cc1)NC(=S)Nc1ccc(CN2CCOCC2)cc1,48,5,1,nt,0,-3.8,2,2,53,-9
CCOc1ccccc1N1C(=O)c2ccc(C(=O)Nc3cccnc3)cc2C1=O,100,2,-19,nt,1,0.8,0,19,94,-5
COc1ccc(N(C)C(=O)CCC(=O)Nc2ccc3nc(N4CCOCC4)cc(C)c3c2)c(OC)c1,71,-2,-12,nt,-1,-3.7,1,24,72,-21
CC(=O)c1c(C)[nH]c(C(=O)OC2CCOC2=O)c1C (configuration not stated),98,16,-5,-14,-3,-0.6,0,4,94,-32
CCOC(=O)c1cccc(NC(=O)CSc2nnc(-c3ccncc3)n2CCCOC)c1,112,-1,-7,20,1,-0.5,1,5,106,-69
CCn1c(C)c2c(C)nnc(C)c2c1C,101,-4,11,-12,nt,-1.3,-2,14,88,-20
O=C(O)CCN(CCC(=O)O)c1nnc(SCc2ccccc2)s1,104,-2,2,4,0,-0.8,8,3,96,-52
Cc1ccc(S(=O)(=O)NC(=NCC(=O)O)c2ccccc2)cc1,109,2,-27,nt,-1,-2.6,1,9,100,-4
CN1CCN(CC(C)(C)NS(=O)(=O)c2ccc(Cl)cc2)CC1,103,4,-14,-17,-1,-2.0,0,10,94,8
Cc1c(NC(C)c2ccccc2O)c(=O)n(-c2ccccc2)n1C (configuration not stated),112,4,12,22,-1,0.2,3,2,100,-68
CC(C)CCn1c(SCC(N)=O)nc2c1c(=O)n(C)c(=O)n2C,93,-1,0,nt,0,0.0,-1,2,92,-23
COc1ccc(S(=O)(=O)N2CCCCC2C(=O)O)cc1 (configuration not stated),104,-1,nt,-6,nt,-1.6,6,11,98,-4
Cn1c(N)c(C(=O)COC(=O)Cn2cc(C(F)(F)F)ccc2=O)c(=O)n(C)c1=O,101,-16,-1,-17,0,1.0,0,3,91,-51
CCc1ccc(C(=O)NC(CC(C)C)C(=O)O)cc1 (configuration not stated),110,-11,-7,nt,-1,-1.0,6,20,113,-3
CC(OC(=O)c1cccs1)C(=O)NCC1CCCO1 (configuration not stated),113,-2,4,16,1,0.4,2,15,88,-36
CC1(C)Cc2nc3n[nH]c(N)c3cc2CO1,104,-11,-10,-10,2,-0.6,0,23,85,-59
Cc1ccc(NC(=O)C2CC(=O)N(c3ccc4c5c(cccc35)CC4)C2)cc1 (configuration not stated),89,0,-4,4,nt,-0.7,1,0,96,-27
O=C(Oc1ccccc1)c1ccc(COC(=O)c2cnccn2)cc1,43,2,-28,5,0,0.8,-3,3,48,-11
Cc1ccc(NC(=O)/C(=C/c2cccs2)NC(=O)c2ccco2)c(C)c1,101,-6,0,nt,-8,1.5,9,14,97,-14
O=C1CN(CC(=O)Nc2ccc(Cl)cc2)CCN1,97,-3,-8,-10,-1,-1.2,-1,6,87,-30
COC(=O)c1ccc(CSc2nnc3ccccn23)o1,92,-3,-7,50,0,-3.2,-1,24,99,-45
COc1ccc(C2OC(=O)CC2C(=O)NC2CCCC(C)C2C)cc1OC (configuration not stated),93,-11,-3,-1,nt,-2.9,1,9,99,-17
Cc1nc2ccccn2c1C(=O)N=Nc1c(O)n(CCC(C)C)c2ccccc12,17,-2,2,nt,-7,-2.5,-1,7,24,-51
CCn1c(C)cc2c(c1=O)C(c1ccc3c(c1)OCO3)C(C#N)=C(N)O2 (configuration not stated),100,11,-6,-12,nt,-0.6,0,24,91,-25
CCCCN(c1ccccc1)S(=O)(=O)c1ccc2c(c1)CCN2C(=O)CCC(=O)O,101,-7,-20,0,0,-1.1,4,4,92,-55
O=C(NCC1CCCO1)c1cc2ccccc2[nH]1 (configuration not stated),101,2,-8,-32,0,0.2,0,7,91,-18
Brc1ccc(-c2cnnc(N3CCCC3)n2)cc1,86,-10,-9,nt,-1,-1.9,3,8,84,-12
O=[N+]([O-])c1ccc(N2CCN(S(=O)(=O)c3ccc4ccccc4c3)CC2)cc1NCc1ccco1,97,-1,-15,-65,0,-1.0,0,15,93,-39
Cn1c(=O)c2cc(S(=O)(=O)NCCC(=O)NC3CCCCCC3)ccc2n(C)c1=O,98,-9,-6,5,-1,-0.6,2,7,87,-55
COc1cc(/C=N/NC(=O)CCC(=O)NCc2ccccc2)cc(OC)c1OC,0.3*,-11,4,nt,-3,-2.0,0,4,0.4*,-31
COc1ccc(N2C(=O)[C@@H]3[C@H](C2=O)[C@H](C(=O)c2ccc(OC(C)=O)cc2)N2N=CC=C[C@@H]32)cc1,98,-1,-1,48,-1,-1.7,2,3,86,-7
O=c1[nH]c(SCc2n[nH]c(=S)n2-c2ccccc2)nc2ccccc12,91,-3,-5,-9,-2,-1.7,4,12,90,-38
CCCCS(=O)CC(CS(=O)CCCC)OC(=O)c1ccccc1 (configuration not stated),92,2,-2,nt,-1,-2.1,-2,4,94,0

Part of the list above, with two lines to a compound.
Below each SMILES – HCT116 PTEN-null | GALR2 antag | Yeast life ext | E-sel TNF inh | Phagocytosis inh | MRP-1 activ | NPY-Y2 antag | Measles CPE | HCT116 bCat-KO | Yeast growth inh
> COc1cc(/C=N/NC(=O)CCC(=O)NCc2ccccc2)cc(OC)c1OC
    0.3* | -11 | 4 | nt | -3 | -2.0 | 0 | 4 | 0.4* | -31
> Cn1c(=O)c2cc(S(=O)(=O)NCCC(=O)NC3CCCCCC3)ccc2n(C)c1=O
    98 | -9 | -6 | 5 | -1 | -0.6 | 2 | 7 | 87 | -55

New compounds follow:
Compound,HCT116 PTEN-null,GALR2 antag,Yeast life ext,E-sel TNF inh,Phagocytosis inh,MRP-1 activ,NPY-Y2 antag,Measles CPE,HCT116 bCat-KO,Yeast growth inh
Cc1c(C(=O)O)oc2c1C(O)CC(C)(C)C2 (configuration not stated),108&94,8&2,-4&-20,-6&9,nt,-1.1&-1.1,-1&-2,32&-1,101&86,-19&-16
CC1CCC(NC(=O)CN2C(=O)C3CCCN3c3ncc(Cl)cc32)CC1 (configuration not stated),76,2,-11,1,0,-0.6,6,18,78,-19
O=C1c2[nH]nc(-c3ccccc3O)c2C(c2cccc(Cl)c2)N1Cc1ccco1 (configuration not stated),49,1,11,nt,-1,-2.5,7,6,62,-58
CC1CN(S(=O)(=O)c2cn(C)c(=O)n(C)c2=O)CC(C)O1 (configuration not stated),105,6,-2,nt,0,-0.9,0,11,95,-29
CCCCOC(=O)Cn1c2ccc(OC)cc2c2nc3ccccc3nc21,3.1*,-10,-9,-13,-2,-5.6,1,15,4.8*,-10
CCN(CC)/C(=N/S(=O)(=O)c1ccc(C)cc1)c1ccccc1,104,-1,-1,13,-1,0.2,4,1,96,-4
O=C(c1ccccc1Cl)N1CCCC(c2nc3c(nnn3Cc3ccccc3)c(=O)[nH]2)C1 (configuration not stated),92,-10,-7,28,0,0.1,3,14,94,-46
Cc1ccc2c(c1)-c1c(cnn1CC(=O)N(CCC#N)c1ccccc1)CO2,86,5,-5,nt,0,-2.5,1,7,95,24

Grouped by structure: those above with a Cl atom (eight)
Compound,HCT116 PTEN-null,GALR2 antag,Yeast life ext,E-sel TNF inh,Phagocytosis inh,MRP-1 activ,NPY-Y2 antag,Measles CPE,HCT116 bCat-KO,Yeast growth inh
OCCN1CCN(C(=S)c2ccc(Cl)cc2)CC1,99,5,-10,9,1,0.6,-1,12,103,-18
O=C(/C=C/c1ccc(Cl)cc1Cl)N1CCN(c2ccc([N+](=O)[O-])c(N3CCOCC3)c2)CC1,76,4,1,-2,5,-3.0,1,12,72,-4
O=C(/C=C/c1ccc(Cl)cc1)NC(=S)Nc1ccc(CN2CCOCC2)cc1,48,5,1,nt,0,-3.8,2,2,53,-9
CN1CCN(CC(C)(C)NS(=O)(=O)c2ccc(Cl)cc2)CC1,103,4,-14,-17,-1,-2.0,0,10,94,8
O=C1CN(CC(=O)Nc2ccc(Cl)cc2)CCN1,97,-3,-8,-10,-1,-1.2,-1,6,87,-30
CC1CCC(NC(=O)CN2C(=O)C3CCCN3c3ncc(Cl)cc32)CC1 (configuration not stated),76,2,-11,1,0,-0.6,6,18,78,-19
O=C1c2[nH]nc(-c3ccccc3O)c2C(c2cccc(Cl)c2)N1Cc1ccco1 (configuration not stated),49,1,11,nt,-1,-2.5,7,6,62,-58
O=C(c1ccccc1Cl)N1CCCC(c2nc3c(nnn3Cc3ccccc3)c(=O)[nH]2)C1 (configuration not stated),92,-10,-7,28,0,0.1,3,14,94,-46
